Rin1-Abl PPI inh – human Rin1-Abl interaction inhibition; P00519+Q13671; TR-FRET Rin1/Abl binding, biochemical; inhibition, % at 7.35 µM; hit rate 0.4% among 360,000; in the data active = inhibition above about 5%, passing the limit was not always enough
STEP inh – inhibitors of human striatal-enriched phosphatase STEP; recombinant STEP, OMFP fluorogenic substrate, fluorescence; AID 588621; hit rate 0.25% among 360,000; P54829; inhibition, % at 20 µM;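 active = inhibition at 20 µM, scaled per plate between control wells, above about 37%, limit read from the data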;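 also: 0% = DMSO with enzyme and substrate and 100% = substrate only without enzyme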
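Material: STEP (striatal-enriched tyrosine phosphatase) enzyme, cell-free; Compound dosing: 20 µM single dose in 1% DMSO; Technique: fluorescence read at 480 nm ex / 540 nm em; Times: reaction 20 min, ambient temperature; Medium: 50 mM Bis-Tris pH 6.0 with 2.5 mM DTT and 0.005% Tween 20; Also added: OMFP at 25 µM.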
NadD inh – inhibitors of Staphylococcus aureus NadD; inhibition, % at 20 µM; hit rate 0.78% among 360,000; AID 602399; purified NadD enzyme, colorimetric absorbance read-out; in the data active = inhibition above about 26%; also: some compounds past the cut are filed as inactive
Neddylation inh – inhibitors of human cullin neddylation | P61081+Q13564 | TR-FRET cullin neddylation, biochemical | calls only at 25 µM | hit rate 0.58% among 360,000 | AID 651699; in the data active = inhibition above about 36%
SUMO1-SIM PPI – SUMO1-SIM interaction modulation | P63165 | SUMO1 binding to a labelled peptide, TR-FRET, 1 h | inhibition, % at 20 µM | hit rate 0.33% among 360,000; in the data active = inhibition above about 37%
Scp1 inh – blocks human Scp-1 phosphatase activity; Q9GZU7; Recombinant Scp1, phosphopeptide, malachite green phosphate absorbance; hit rate 0.88% among 340,000; AID 493091; inhibition, % at 20 µM;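 active = inhibition above about 50% at 20 µM, limit read from the data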;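 also: plate controls were DMSO wells with enzyme for no effect and wells lacking enzyme for full effect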
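Incubation: 45 min enzyme reaction at room temperature / System: truncated SCP-1 phosphatase (76-261aa) / Reagent: Phospho 17-mer peptide substrate / Buffer or medium: Acidic Tris acetate buffer with magnesium and detergent / Signal: absorbance at 630 nm / Doses: one concentration, 20 µM, with 1.0% DMSO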
DNMT1 inh – blocks human DNA methyltransferase DNMT1; P26358; DNMT1 molecular beacon, Hinp1I cleavage, fluorescence; inhibition (reported as % activation of signal), % at 10 µM; hit rate 0.83% among 360,000; AID 588458; in the data active = inhibition above about 50%
Target sequence (P26358 504-1616 limits assumed): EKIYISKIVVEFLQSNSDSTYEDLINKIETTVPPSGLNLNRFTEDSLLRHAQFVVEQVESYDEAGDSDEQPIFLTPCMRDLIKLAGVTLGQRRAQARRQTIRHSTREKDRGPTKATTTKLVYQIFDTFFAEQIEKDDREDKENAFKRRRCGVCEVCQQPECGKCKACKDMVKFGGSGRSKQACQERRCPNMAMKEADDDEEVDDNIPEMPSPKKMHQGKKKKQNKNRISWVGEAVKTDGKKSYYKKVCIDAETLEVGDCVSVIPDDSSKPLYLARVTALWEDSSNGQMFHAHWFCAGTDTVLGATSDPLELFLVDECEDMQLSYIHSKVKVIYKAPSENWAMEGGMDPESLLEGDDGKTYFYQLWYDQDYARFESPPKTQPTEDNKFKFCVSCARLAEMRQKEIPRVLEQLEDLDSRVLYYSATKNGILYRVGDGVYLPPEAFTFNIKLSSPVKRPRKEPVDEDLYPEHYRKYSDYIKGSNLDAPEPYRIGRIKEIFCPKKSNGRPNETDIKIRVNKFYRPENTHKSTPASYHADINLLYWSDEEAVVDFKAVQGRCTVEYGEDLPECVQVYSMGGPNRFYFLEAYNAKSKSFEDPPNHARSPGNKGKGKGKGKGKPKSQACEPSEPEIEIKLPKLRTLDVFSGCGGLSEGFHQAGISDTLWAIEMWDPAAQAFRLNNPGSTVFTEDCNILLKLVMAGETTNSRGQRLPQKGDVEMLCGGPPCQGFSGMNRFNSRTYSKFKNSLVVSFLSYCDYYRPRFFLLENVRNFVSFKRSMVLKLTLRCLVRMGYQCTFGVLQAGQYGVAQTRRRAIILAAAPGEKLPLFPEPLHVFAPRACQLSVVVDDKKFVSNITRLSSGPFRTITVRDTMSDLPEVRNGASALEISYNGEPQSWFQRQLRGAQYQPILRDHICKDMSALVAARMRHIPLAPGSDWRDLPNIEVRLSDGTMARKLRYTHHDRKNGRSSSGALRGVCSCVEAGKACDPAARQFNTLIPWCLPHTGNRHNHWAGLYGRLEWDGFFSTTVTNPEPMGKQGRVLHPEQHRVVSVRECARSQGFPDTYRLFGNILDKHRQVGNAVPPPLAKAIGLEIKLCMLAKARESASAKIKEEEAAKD
LMPTP block – blocks human LMPTP phosphatase; P24666; recombinant LMPTP-A, OMFP fluorogenic substrate, fluorescence intensity; inhibition, % at 20 µM; hit rate 0.22% among 360,000;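 active = compounds that cut the enzyme signal by at least half of the control window in the single-dose screen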;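 also: plate controls were DMSO wells with enzyme plus substrate for no effect and substrate without enzyme for full effect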
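Assay system: LMPTP-A phosphatase enzyme | Input: 0.625 nM enzyme | Also added: Fluorogenic phosphatase substrate OMFP at 400 µM final | Compound dosing: One test concentration per compound, 20 µM, with 3% DMSO overall | Schedule: 50 min enzyme reaction at room temperature, protected from light | Signal: Fluorescence intensity | Benchmarks: no-enzyme and uninhibited controls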
Rpn11 block – blocks the human proteasome subunit Rpn11 | human 26S proteasome, Ub4-pepOG fluorescence polarization; 20S core pre-blocked with epoxomicin | calls only at 20 µM | hit rate 0.59% among 360,000 | AID 588493;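 active = inhibition at 20 µM, scaled to each plate's controls, above about 33%, limit read from the data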
CSN deneddyl inh – CSN deneddylation inhibition; inhibition, % at 12.5 µM; Purified CSN, SCF-Nedd8-OG deneddylation, fluorescence polarization; hit rate 0.38% among 360,000;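 active = pattern-corrected inhibition above about 35%, with an unprinted fluorescence ratio check between 0.5 and 1.5, limit read from the data, passing the limit was not always enough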;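 also: 0% = enzyme with substrate and 100% = substrate without enzyme; some results filed as inactive read as strong as hits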
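assay system = purified human Csn5 enzyme expressed in HEK293T cells | amount = 0.24 nM enzyme | buffer or medium = Tris/NaCl/DTT buffer, pH 7.5 | reagent = 10 nM SCFSkp2-Nedd8OG | compound = one concentration, 12.5 µM, 0.25% DMSO | times = 90 min reaction at room temperature | signal = FP | read-out basis = % inhibition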
Active calls of the source: *; i = inactive; nt = not tested or not shown.

[1] COC(=O)c1sc(NC(=O)c2c(-c3ccccc3)noc2C)nc1C
[2] COC(=O)CSc1nnc(CNC(=O)c2ccc(S(=O)(=O)N(C)C)cc2)n1C
[3] COc1ccc(-c2cn3c4c(sc3n2)CCCC4)cc1
[4] COc1ccc(C(=O)COC(=O)C2CCN(S(=O)(=O)c3cccc4cccnc34)CC2)cc1
[5] C[N+](C)(C)CCC(=O)N1C/C(=C/c2ccccc2)C(=O)/C(=C\c2ccccc2)C1
[6] Nc1cc(Oc2cccnc2)cc([N+](=O)[O-])c1
Compound	1	2	3	4	5	6
Rin1-Abl PPI inh	0	3	-2	-2	-1	-7
STEP inh	0	0	5	2	2	-1
NadD inh	-2	2	9	8	-2	-3
Neddylation inh	i	i	i	i	i	i
SUMO1-SIM PPI	-4	2	3	4	-19	-27
Scp1 inh	-6	-7	-2	7	-3	-14
DNMT1 inh	-2	0	-5	7	13	-2
LMPTP block	0.5	0.1	3.4	2.0	-0.6	-2.0
Rpn11 block	i	i	i	i	i	i
CSN deneddyl inh	0	1	-4	0	6	-7

[7] CN(C)C(=O)c1cn(-c2ccccc2)c(=O)c2ccccc12
[8] O=C(NNC(=O)c1cccc(Br)c1)Nc1ccc(Cl)cc1
[9] O=C(NCCC(c1ccccc1)c1ccccc1)c1cnc2sccn2c1=O
[10] CCCCNC(=O)NS(=O)(=O)c1cnccc1Sc1ccc(Cl)cc1
[11] CCOC(=O)c1cc(-c2csc(-c3ccc(C(F)(F)F)cc3)n2)on1
[12] CCN1CCN(C(=S)c2ccc(OC)cc2)CC1
Compound	7	8	9	10	11	12
Rin1-Abl PPI inh	-4	1	0	-1	3	3
STEP inh	-3	4	2	-2	1	73*
NadD inh	-2	-7	-8	-2	0	-3
Neddylation inh	i	i	i	i	i	i
SUMO1-SIM PPI	-2	-2	-3	1	0	2
Scp1 inh	-5	5	-8	-2	-13	1
DNMT1 inh	2	7	0	3	6	2
LMPTP block	-1.5	2.9	0.9	-0.8	2.0	-1.4
Rpn11 block	i	i	i	i	i	i
CSN deneddyl inh	-2	-10	-7	-4	1	-6

[13] CS(=O)(=O)N1c2ccccc2[C@@]2(Br)C[C@H]3C(=O)N[C@@H](Cc4ccccc4)C(=O)N3[C@@H]12
[14] C[C@H](CO)N1C[C@H](C)[C@@H](CN(C)Cc2ccc(Oc3ccccc3)cc2)Oc2c(NC(=O)C3CC3)cccc2C1=O
[15] Cc1csc(NC(=O)c2ccc(S(=O)(=O)N(C)c3ccccc3)cc2)n1
[16] COc1ccccc1-c1nc2ccc(Cl)cc2c(=O)n1O
[17] CC(OC(=O)c1ccccn1)C(=O)Nc1ccc(C(F)(F)F)cc1 (stereo not given)
[18] COc1ccc(C(=O)CN(CCC(=O)O)S(=O)(=O)c2ccc([N+](=O)[O-])cc2)cc1
Compound	13	14	15	16	17	18
Rin1-Abl PPI inh	4	0	1	0	0	-1
STEP inh	-3	-2	-3	0	-1	2
NadD inh	3	1	-6	-3	-3	-4
Neddylation inh	i	i	i	i	i	i
SUMO1-SIM PPI	4	2	-2	7	15	-28
Scp1 inh	-3	0	-8	-13	-5	0
DNMT1 inh	0	-14	-16	1	-1	3
LMPTP block	0.0	2.2	2.3	-0.1	-0.3	-2.4
Rpn11 block	i	i	i	i	i	i
CSN deneddyl inh	1	-8	3	0	-1	2

[19] N/C(=N\OC(=O)Cc1ccccc1[N+](=O)[O-])c1ccncc1
[20] Cc1cc(C)nc(N/C(=N\S(=O)(=O)Cc2ccccc2)Nc2ccc(F)c(Cl)c2)n1
[21] Cc1ccccc1NC(=O)N1CCc2ccccc2C1
[22] COc1ccc(-c2nc(-c3ccncc3)no2)cc1
[23] CC(NC(=O)Nc1ccc(F)cc1F)c1ccc2c(c1)OCO2 (stereo not given)
[24] Nn1nnc2ccccc21
Compound	19	20	21	22	23	24
Rin1-Abl PPI inh	-3	-3	3	5	4	-1
STEP inh	-2	3	2	1	-1	-1
NadD inh	-4	-3	4	-5	-1	-1
Neddylation inh	i	i	i	i	i	i
SUMO1-SIM PPI	-14	-1	2	3	2	4
Scp1 inh	-5	-10	-8	-8	-5	-1
DNMT1 inh	-6	4	1	-1	0	-1
LMPTP block	0.6	3.1	-1.4	-1.9	0.2	-1.3
Rpn11 block	i	i	i	i	i	i
CSN deneddyl inh	-12	2	-5	5	2	-2

[25] Cc1ccc(C)c(NC(=O)COC(=O)CCc2ccc(S(=O)(=O)N3CCOCC3)cc2)c1
[26] COCOc1cc(O)c2c(=O)c(OCOC)c(-c3ccc(OCOC)c(OCOC)c3)oc2c1
[27] O=S1(=O)N=C(Nc2ccc(N3CCOCC3)c(Cl)c2)c2ccccc21
[28] O=C(CCCCCNC(=O)c1ccccc1)C[N+](=O)[O-]
[29] O=C(OC(C(=O)NCc1ccco1)C(OC(=O)c1ccccc1)C(=O)NCc1ccco1)c1ccccc1 (stereo not given)
[30] CCN(C(=O)c1cnc(OC)cc1C(F)(F)F)c1ccc(Cl)cc1
Compound	25	26	27	28	29	30
Rin1-Abl PPI inh	1	6	-2	1	0	1
STEP inh	-2	2	2	1	-1	0
NadD inh	-1	-4	1	-7	-2	-1
Neddylation inh	i	i	i	i	i	i
SUMO1-SIM PPI	-1	-7	2	-1	-1	-4
Scp1 inh	0	15	3	-3	0	-7
DNMT1 inh	-1	0	5	1	-3	-1
LMPTP block	-0.3	4.9	-0.2	1.4	-2.4	-0.8
Rpn11 block	i	i	i	i	i	i
CSN deneddyl inh	8	6	-2	2	0	3

[31] CN1C(=O)CC2(C)C1=CCc1scnc12 (stereo not given)
[32] Cc1ccc(NC(=O)COC(=O)CCC(=O)c2ccc(Cl)cc2)cc1S(=O)(=O)N(C)C
[33] COc1cccc(C2CCCN2Cc2nc(CC3CC3)no2)c1 (stereo not given)
[34] COc1ccc(N(CC(=O)Nc2ccccc2C(=O)NCCc2ccccc2)S(C)(=O)=O)cc1OC
[35] CSc1nc(N(C)C)c2ccccc2n1
[36] O=C(OCC(=O)N1CCCC1=O)c1cccc(S(=O)(=O)N2CCOCC2)c1
Compound	31	32	33	34	35	36
Rin1-Abl PPI inh	2	3	-2	1	-6	2
STEP inh	-3	1	4	0	4	-4
NadD inh	1	-9	2	-7	-4	-1
Neddylation inh	i	i	i	i	i	i
SUMO1-SIM PPI	-2	-2	3	0	0	1
Scp1 inh	nt	-12	-7	-10	-8	0
DNMT1 inh	-4	-11	2	-2	0	3
LMPTP block	-0.6	1.8	0.5	0.4	3.4	0.7
Rpn11 block	i	i	i	i	i	i
CSN deneddyl inh	3	-9	-3	-3	-3	-1

[37] CS(=O)(=O)N(CC(=O)N1CCN(c2cccc(Cl)c2)CC1)C1CCCCC1
[38] CSc1nnc(-c2cccn(Cc3ccccc3)c2=O)o1
[39] COC(=O)c1c(C(=O)OC)c(-c2cccc(C)c2)n2c1CS(=O)C2 (stereo not given)
[40] COc1ccc(C(NC(=O)/C=C/c2ccco2)c2ccc(OC)c(OC)c2)cc1 (stereo not given)
[41] O=C(NCc1cccnc1)c1nc(-c2ccc(C(F)(F)F)cc2)no1
[42] CCOC(=O)[C@@H]1[C@H]2COc3ccc(Br)cc3[C@@H]2N2C(=O)N(c3cccc(Cl)c3)C(=O)[C@@]12C
Compound	37	38	39	40	41	42
Rin1-Abl PPI inh	6	0	1	-4	1	0
STEP inh	-4	-2	-5	2	0	3
NadD inh	1	-1	2	1	-1	-1
Neddylation inh	i	nt	i	i	i	i
SUMO1-SIM PPI	0	-1	2	-4	-4	0
Scp1 inh	-14	1	-11	6	-3	-30
DNMT1 inh	2	0	-2	3	2	-12
LMPTP block	-1.4	-0.6	1.0	1.9	-2.2	2.8
Rpn11 block	i	i	i	i	i	i
CSN deneddyl inh	5	5	-4	8	1	-4

Entries of single compounds from above. Order of values: Rin1-Abl PPI inh, STEP inh, NadD inh, Neddylation inh, SUMO1-SIM PPI, Scp1 inh, DNMT1 inh, LMPTP block, Rpn11 block, CSN deneddyl inh
CSc1nnc(-c2cccn(Cc3ccccc3)c2=O)o1 is listed as 0, -2, -1, nt, -1, 1, 0, -0.6, i, 5
CS(=O)(=O)N(CC(=O)N1CCN(c2cccc(Cl)c2)CC1)C1CCCCC1 is listed as 6, -4, 1, i, 0, -14, 2, -1.4, i, 5
CCOC(=O)[C@@H]1[C@H]2COc3ccc(Br)cc3[C@@H]2N2C(=O)N(c3cccc(Cl)c3)C(=O)[C@@]12C is listed as 0, 3, -1, i, 0, -30, -12, 2.8, i, -4
O=C(NCc1cccnc1)c1nc(-c2ccc(C(F)(F)F)cc2)no1 is listed as 1, 0, -1, i, -4, -3, 2, -2.2, i, 1
COc1ccc(C(NC(=O)/C=C/c2ccco2)c2ccc(OC)c(OC)c2)cc1 (stereo not given) is listed as -4, 2, 1, i, -4, 6, 3, 1.9, i, 8

New compounds follow
[43] CC(C)(C)c1ccc(S(=O)(=O)Nc2ccccn2)cc1
[44] NC(=O)COC(=O)/C=C/c1ccccc1[N+](=O)[O-]
[45] COc1ccc(CN2CCN(Cc3cc4ccccc4o3)CC2CCO)cc1C (stereo not given)
[46] COc1ccc(C(=O)NC2CC2)cc1OC1CCN(Cc2ccc(F)cc2Cl)CC1
[47] CCOC(=O)c1c(-c2ccc(C)c(C)c2)csc1NC(=O)C1CC=CCC1C(=O)O (stereo not given)
[48] COc1cc(OC)c(CN2CCC(CO)(CCOc3ccccc3)CC2)c(OC)c1
Compound	43	44	45	46	47	48
Rin1-Abl PPI inh	-1	-6	-2	-4	-4	3
STEP inh	1	2	-2	1	1	0
NadD inh	-4	-5	-5	-7	13	-7
Neddylation inh	i	i	i	i	i	i
SUMO1-SIM PPI	-3	5	6	5	6	-5
Scp1 inh	-3	-5	-3	15	-6	-4
DNMT1 inh	3	-1	4	1	4	1
LMPTP block	0.6	-2.7	-0.3	-0.7	1.1	-0.9
Rpn11 block	i	i	i	i	i	i
CSN deneddyl inh	-3	-2	-6	2	-4	4

Screening results as filed in PubChem.
